SIRT5 block – sirtuin-5 (human) deacylase inhibition; Purified SirT5, succinyl-peptide AMC, trypsin-coupled fluorescence; inhibition, % at 15 µM; 330,000 tested, 1.1% active; in the data active = inhibition above about 15%; inconclusive = no clear call, values can overlap the other calls
Target sequence (Q9NXA8 whole entry, looked up): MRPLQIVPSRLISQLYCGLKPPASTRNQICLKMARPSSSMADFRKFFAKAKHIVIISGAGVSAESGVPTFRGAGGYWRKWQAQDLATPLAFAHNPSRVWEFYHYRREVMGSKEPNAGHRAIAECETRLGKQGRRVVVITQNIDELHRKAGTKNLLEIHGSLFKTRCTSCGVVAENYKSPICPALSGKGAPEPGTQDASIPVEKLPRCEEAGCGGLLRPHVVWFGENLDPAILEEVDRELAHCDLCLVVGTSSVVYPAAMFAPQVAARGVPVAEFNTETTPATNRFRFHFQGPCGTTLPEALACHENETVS
CASP6 VEID inh – blocks human caspase-6 cleavage activity. purified caspase-6, Z-VEID-R110 cleavage fluorescence. 350,000 tested, 0.53% active. P55212. inhibition, % at 12.5 µM;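 active = mean inhibition across replicates at least about 35%, with every replicate also reaching that limit, limit read from the data; inconclusive = only one of the two criteria met; inactive = neither criterion met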;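 note: 0% = median of neutral control wells and 100% = no fluorescence left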
Target sequence (P55212 24-179 limits assumed): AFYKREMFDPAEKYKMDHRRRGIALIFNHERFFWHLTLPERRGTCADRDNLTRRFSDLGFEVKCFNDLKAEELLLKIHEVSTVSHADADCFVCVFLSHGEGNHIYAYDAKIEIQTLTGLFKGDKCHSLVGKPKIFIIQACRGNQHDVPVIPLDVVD
Target sequence (P55212 194-293 limits assumed): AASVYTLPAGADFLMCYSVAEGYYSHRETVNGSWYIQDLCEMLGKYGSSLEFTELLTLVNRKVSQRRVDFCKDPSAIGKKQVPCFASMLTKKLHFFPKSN
PAX8 inh HTS – PAX8 transcriptional activity inhibition; inhibition, % at 12.6 µM; 360,000 tested, 1.2% active; RMG-I TPO-luciferase reporter, SteadyGlo, 24 h;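 active = mean replicate inhibition at least 60% with every replicate also reaching 60%; inconclusive = only one of the two criteria is met; inactive = mean below 60% and not all replicates reaching 60%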;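 note: luciferase light reporting Pax8 driven TPO promoter activity; plate controls were median of neutral control wells for no effect and mitoxantrone controls for full effect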
DENV2 CPE – DENV2-induced cell death inhibition; DENV2-infected cells, cytopathic effect rescue, plate reader; CPE inhibition, % at 9.99 µM; 350,000 tested, 1.7% active; in the data active = CPE inhibition above about 20%, passing the limit was not always enough; inconclusive = no clear call, values can overlap the other calls; tested in BHK-21 cells;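 note: 0% = median of neutral control wells and 100% = median of positive control wells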
LGR2 antag – Drosophila LGR2 receptor signaling inhibition; HEK293 LGR2, CRE-luciferase, bursicon-stimulated, 4 h; inhibition, % at 9.99 µM; 380,000 tested, 0.35% active; AID 720647;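 active = drop in luminescence signal, shown as inhibition above about 50% in the replicate tests, limit read from the data, passing the limit was not always enough; inconclusive = probably only some replicates passing the limit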;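 note: agonist challenge used bursicon conditioned medium at about half maximal strength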
ARNT-TACC3 inh – disruptors of human ARNT/TACC3 interaction; Q9Y6A5; AlphaScreen His-ARNT PAS-B/GST-TACC3 binding, luminescence; TACC3 fragment carries E629A point mutation; inhibition, % at 9.99 µM; 390,000 tested, 0.66% active; AID 623870;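 active = mean inhibition of replicates at least 50% and at least half of replicates each reaching 50%; inconclusive = half or more replicates reach 50% but mean below 50%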;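 note: 0% = complete ARNT plus TACC3 wells and 100% = ARNT alone without TACC3; many hits fall short of the cut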
EWS-Fli block – blocks EWS/Fli oncoprotein-driven transcription; A673 NR0B1-luciferase reporter, viability-normalised; inhibition, % at 12.6 µM; 350,000 tested, 0.67% active; AID 651661;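 active = mean inhibition of at least 50% after viability correction, with every replicate also passing that limit; inconclusive = mean reaches 50% but only one of two replicates passes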;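 note: firefly luciferase signal divided by Alamar Blue viability fluorescence both relative to DMSO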
An asterisk follows results filed as active; ? = inconclusive; . = no result given.

SMILES	SIRT5 block	CASP6 VEID inh	PAX8 inh HTS	DENV2 CPE	LGR2 antag	ARNT-TACC3 inh	EWS-Fli block
Cc1nc(SCC(=O)NC2CCS(=O)(=O)C2)c2c3c(sc2n1)CCC3 (stereo unspecified)	-5	5	.	17	12	.	3
O=[N+]([O-])c1ccc(N(CC2CO2)S(=O)(=O)c2ccccc2)cc1 (stereo unspecified)	-1	.	-2	-1	-15	9	22
O=C(NCCc1ccccc1)[C@@H]1CC=C[C@@H]2CCN(C3CCCCC3)C(=O)[C@@H]21	-6	-1	12	-8	3	-26	-6
COc1cccc(-c2ccc([C@@H]3[C@H]4CN(Cc5cncnc5)CCCCN4[C@H]3CO)cc2)c1	.	.	-14	.	-5	-2	-7
CN(C)CCCNC(=O)[C@H]1[C@H](CO)[C@H]2Cn3c(cccc3=O)[C@H]2N1C(=O)Nc1ccccc1	1	-2	-6	-5	-6	-1	4
CCn1ncc(S(=O)(=O)N2CCN(c3cccc(OC)c3)CC2)c1C	-1	-6	11	18	-1	-2	9
COc1ccc(CNC(=O)COC(=O)[C@H](Cc2c[nH]c3ccccc23)NC(=O)c2cccs2)cc1	-3	0	-16	13	.	1	-7
COc1ccc(Br)c(-c2nnc(CS(=O)(=O)c3ccccc3)o2)c1	.	-2	-12	9	-49	4	-121
CC(C)C(=O)Nc1ccc(NC(=O)c2ccc3c(c2)OCO3)cc1	-2	-2	-6	12	-3	13	-34
O=C(c1ccc(F)cc1)N1CCN(Cc2ccccc2)CC1	-1	-1	15	2	-4	-4	-2
COc1cccc(NC(=O)C(=O)N/N=C/c2ccc3c(c2)OCO3)c1	-4	4	-8	-4	1	8	-14
CCCCn1c(N)c(N(CCOC)C(=O)C(C)N2C(=O)c3ccccc3C2=O)c(=O)[nH]c1=O (stereo unspecified)	-3	2	-7	-2	0	8	3
CCCCn1cnc(C(=O)OCC)c1N	.	.	-44	.	1	-1	.
CCN(CC(=O)Nc1ccc(NC(C)=O)cc1)C(=O)C1CCCC1	-2	2	7	-7	2	1	-1
C[C@@H]1CN([C@H](C)CO)C(=O)c2cccc(NC(=O)Nc3cccc4ccccc34)c2O[C@H]1CN(C)C(=O)Nc1ccc(C(F)(F)F)cc1	-3	-1	81*	15	9	13	10
CC(C)NC(=O)Nc1ccc2c(c1)C(=O)N([C@@H](C)CO)C[C@H](C)[C@H](CN(C)Cc1ccccc1)O2	-4	-3	2	-8	-23	-4	-4
COC(=O)c1sccc1NC(=O)Nc1cccc(F)c1	-1	3	15	9	-13	-3	-11
COc1ccc(-c2csc(COC(=O)C(C)(C)C)n2)cc1	-3	0	-55	3	-110	-11	-20
OC[C@H]1[C@H](c2ccc(-c3cccc(F)c3)cc2)[C@H]2CN(Cc3cncnc3)CCCCN21	-2	1	31	?	9	-5	-9
C[C@@H]1CN([C@H](C)CO)C(=O)c2cc(NC(=O)Cc3ccccc3)ccc2O[C@@H]1CN(C)S(=O)(=O)c1ccc(F)cc1	1	2	6	-3	34	3	16
CC(=O)c1cc2c(cc1NS(=O)(=O)c1ccccc1C)OCO2	8	.	-30	-2	1	.	-17
FC(F)(F)c1ccc(Oc2ccc(Cl)cc2Br)nc1	-5	1	-2	4	17	.	6
CN(CC(=O)Nc1ccccc1C(F)(F)F)C(=O)c1cccc(-n2cccc2)c1	-4	5	3	-2	-10	-1	7
O=C(NC1=C(Nc2ccc(F)cc2)C(=O)c2ccccc2C1=O)c1ccc(Cl)cc1	.	.	8	.	-3	5	.
CCCC(=O)Nc1ccc2c(c1)C(=O)N(C)C[C@@H](OC)[C@@H](C)CN(C(C)=O)[C@@H](C)CO2	2	1	.	10	0	-11	9
COc1cc(OC)cc(C(=O)OCC(=O)Nc2ccc(F)cc2F)c1	-1	3	0	-5	-15	-7	4
OCCC1CN(Cc2cc3c(cc2Cl)OCO3)CCN1C1CCCCC1 (stereo unspecified)	2	1	24	-4	11	-8	24
COc1cc(C(=O)NNC(=O)c2cc(=O)[nH]c3ccccc23)cc(OC)c1OC	-3	-1	-2	-4	12	-4	0
COCC(=O)N1[C@H](CO)[C@@H](c2ccccc2C2=CCCC2)[C@@H]1C#N	3	2	-1	-7	16	.	3
Nc1ccc(N2CCN(c3ccccc3)CC2)c(F)c1	-5	-1	-72	5	6	20	-1
C[C@@H]1NC(=O)[C@H](CCC(=O)O)NC(=O)c2cc([N+](=O)[O-])cc(F)c2NCCC[C@@H](C(N)=O)NC1=O	.	-1	-16	.	-25	-1	6
Cc1ccc(S(=O)(=O)N2CC[C@H]3[C@@H](CO)N(C)c4ccc(-c5ccc(C#N)cc5)cc4[C@H]32)cc1	-5	-2	21	?	3	-9	3
Cc1c(NC(=O)c2cc(-c3ccc(Cl)cc3)on2)c(=O)n(-c2ccccc2)n1C	-2	0	-6	12	12	-2	2
C[C@H](CO)N1C[C@H](C)[C@H](CN(C)CC2CCCCC2)OCCCC[C@H](C)Oc2ccc(NC(=O)Cc3ccccc3)cc2C1=O	-3	-2	-18	6	11	-8	-22
Cc1c(C(=O)OC/C(O)=C(\C#N)c2nc3ccccc3[nH]2)oc2ccc(Br)cc12	-1	-1	18	-2	-10	3	11
Nc1ccc(C(=O)Nc2cccc3ncccc23)cc1	0	-1	7	1	6	-10	3
Cc1nn(Cc2noc(C(=O)NCc3ccccn3)n2)c(C)c1Br	-1	-5	1	2	8	4	1
CC(C)(COC(=O)C(c1ccccc1)c1ccccc1)CN1CCOCC1	-14	6	-3	-2	-1	-29	2
CC(C)c1ccc(NC(=S)Nc2ccc3[nH]c(=O)[nH]c3c2)cc1	-2	5	-18	0	-4	7	-6
Cc1cc(=O)[nH]c(SCC(=O)c2ccc(F)c(C)c2)n1	2	1	-8	-6	-11	-3	1
COc1ccc(S(N)(=O)=O)cc1-c1nnc2c3ccccc3c(C)nn12	-3	0	-9	-1	-14	-4	-3
COc1ccc(OCC(=O)N/N=c2\oc3c(OC)cccc3cc2C(N)=O)cc1	.	.	19	.	-1	-7	.
Cc1ccc(NC(=O)CCCSc2ccccc2)cc1S(=O)(=O)N1CCOCC1	-1	0	-10	-2	-9	-1	2
CC[C@]12c3[nH]c4cc(-c5ccco5)ccc4c3CCN1C(=O)[C@@H](CC(=O)NCc1cccc(C(F)(F)F)c1)C[C@@H]2C(=O)N1CCN(C(=O)c2ccco2)CC1	.	3	42	1	-3	2	13
CCOCCCn1c(=N)c(S(=O)(=O)c2ccc(C)cc2)cc2c(=O)n3cc(C)ccc3nc21	-1	1	0	-3	-11	-2	0
CCOC(=O)/C(C#N)=C/c1cn(CCC(=O)O)nc1-c1cccc(Cl)c1	3	-3	-1	-1	-1	-10	4
COc1ccc(C(=O)N2CC(c3ccccc3)CC2=O)cc1 (stereo unspecified)	.	-2	-29	0	-13	2	5
CCN1C(=O)[C@H]2[C@@H](c3ccc(Cl)cc3)N3C(=O)CN(Cc4ccccc4)C(=O)[C@@]3(C)[C@H]2C1=O	-7	-1	-9	9	-5	-6	-17
CCCCNc1nc2sc3c(c2c(=O)n1-c1cccc(Cl)c1)CCN(C)C3	-7	0	16	-3	0	3	3
COc1ccc(NC(=O)C23CC4CC(C2)CC(c2ccc(C)cc2)(C4)C3)cc1	0	-5	31	-2	24	-4	7
Next part:
SMILES	SIRT5 block	CASP6 VEID inh	PAX8 inh HTS	DENV2 CPE	LGR2 antag	ARNT-TACC3 inh	EWS-Fli block
COc1ccc([N+](=O)[O-])cc1NC(=S)NC(C)=O	-3	9	5	-1	.	-3	15
COc1cccc(CN(C)C(=O)c2ccccc2Sc2ccccc2C#N)c1OC	-2	1	-14	-5	-6	-1	.
CN1C(=O)c2cc(NC(=O)C3CCCCC3)ccc2OC[C@H]2O[C@@H](CC(=O)NC3CCCC3)CC[C@H]21	.	.	8	.	-17	.	1
CCN(Cc1cc2cc(C)ccc2[nH]c1=O)C(=O)c1cccc([N+](=O)[O-])c1	.	5	1	-4	8	8	6
CC(=O)c1cnc(SCc2ccc(Cl)cc2)nc1C	-5	-8	-29	-1	-9	12	-32
CCCNC(=O)N1CCN(C(c2ccccc2)c2ccccc2)CC1	-2	1	9	18	-1	-20	1
CS(=O)(=O)N1[C@H](C#N)[C@H](c2ccc(C#CC3CCCC3)cc2)[C@@H]1CO	3	-3	-2	-3	-10	-1	-2
COc1ccc(-c2nc3c4ccccc4ccn3c2Cc2cccc(Cl)c2)cc1OC	-4	-1	12	76*	-29	.	-25
CC(C)NC(=O)N(C)C[C@H]1Oc2c(NC(=O)c3nc4ccccc4s3)cccc2C(=O)N([C@@H](C)CO)C[C@H]1C	-1	-1	.	-1	-63	-4	-7
O=C(NCCCN1CCOCC1)c1sc2ccccc2c1Cl	0	0	-67	1	-7	-1	-43
COC(CNC(=O)c1ccc2c(=O)n(Cc3ccc(Cl)cc3)c(=S)[nH]c2c1)OC	-2	3	12	-3	18	-10	-8
C[C@H](CO)N1C[C@H](C)[C@H](CN(C)C(=O)c2cccc(F)c2)Oc2ncc(-c3cccc(F)c3)cc2C1=O	2	2	-3	-4	-16	-2	-3
COc1cccc(NC(=O)NNS(=O)(=O)c2ccc(OC)cc2OC)c1	2	-4	6	-2	-1	0	-1
C[C@@H]1CN([C@@H](C)CO)S(=O)(=O)c2ccc(-c3ccccc3F)cc2O[C@H]1CN(C)Cc1cccnc1	11	0	18	0	18	-6	1
Cc1cc2ccccn2c1C(=O)c1ccc(S(=O)(=O)N(C)C)cc1	.	-1	22	.	-1	-1	2
O=C(COc1ncnc2ccccc12)Nc1cc(S(=O)(=O)N2CCOCC2)ccc1Cl	-14	-3	-1	1	4	-2	-43
Cc1c(N=C2N=C(NC(=O)c3cccs3)c3ccccc32)c(=O)n(-c2ccccc2)n1C	2	4	-24	2	20	-32	-6
COc1ccc(S(=O)(=O)N(CCC#N)Cc2ccco2)cc1OC	-1	0	1	4	-7	-2	-9
O=C(O)c1sc2cccc(Cl)c2c1Cl	1	5	18	0	-9	1	15
C/C(=N/OC(=O)c1c(-c2c(Cl)cccc2Cl)noc1C)c1cnccn1	-2	-1	-18	-2	32	8	4
CN1C(=O)NC(c2ccccc2)C2=C1CN(Cc1ccco1)C2=O (stereo unspecified)	.	8	1	8	-3	12	8
CC1CN=C(NC(=O)c2cccc([N+](=O)[O-])c2)S1 (stereo unspecified)	-1	-1	-43	6	2	3	-79
CN(C)C(=O)c1cccc(-c2ccc([C@H]3[C@@H](C#N)N(C(=O)C4CCC4)[C@H]3CO)cc2)c1	-2	0	12	5	18	-1	9
COc1ccc(S(=O)(=O)N2CCC(C(=O)N3CCN(C)CC3)CC2)cc1OC	-2	3	-1	-7	16	-1	2
CCCCN(C(=O)c1ccc2c(c1)S(=O)(=O)N=C1CCCCCN12)c1c(N)n(CC(C)C)c(=O)[nH]c1=O	2	2	10	-1	-2	4	-2
O=C(CCl)N=c1sccn1Cc1ccc(Cl)cc1Cl	-6	10	111*	-11	.	-11	21
COc1ccc(NC(=O)N(C)C[C@@H]2Oc3c(NS(=O)(=O)c4cn(C)cn4)cccc3C(=O)N([C@H](C)CO)C[C@@H]2C)cc1	-1	-1	.	-8	-4	.	-16
CCCc1nc2ccccc2c(=O)n1NC(=O)c1c(O)c2ccccc2n(C)c1=O	0	1	-1	-7	35	3	6
COc1cccc(COC(=O)c2sc3nc4n(c(=O)c3c2C)CCC4)c1OC	-6	1	-23	-3	0	.	-10
COc1cccc(-n2c(N)cc(=O)nc2SCC(=O)Nc2cc(C)on2)c1	4	-5	-3	.	9	-3	4

Assay outcomes from PubChem BioAssay.
